hIAP act = human IAP activators, primary screen, biochemical, luminescence, uHTS. Intestinal-type alkaline phosphatase (Homo sapiens), P09923. purified human IAP, CDP-Star luminescence, 30 min; hits give high values; 1 = vehicle-only enzyme, 0 = enzyme-free background. activation factor at 10 µM. 330,000 compounds, 0.16% hits;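 active = activation factor of the enzyme at least 2-fold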; also: the source names both 10 and 20 µM as test concentration; values of inactives mirror those of a sister screen read the other way
hIAP block = human IAP inhibitors, primary screen, biochemical, luminescence, uHTS | Intestinal-type alkaline phosphatase (Homo sapiens), P09923 | purified IAP, CDP-Star luminescence, 30 min | inhibition, % at 10 µM | 330,000 compounds, 0.12% hits | AID 2544, 2010;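 active = inhibition reaching a set limit with compound at 10 µM in the primary screen, cut at about 35% in these data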;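 also: plate controls were DMSO wells with enzyme for no effect and no-enzyme buffer wells for full effect; values of inactives mirror those of a sister screen read the other way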
tim10-1 inh = growth inhibitors of tim10-1 mutant yeast, primary screen, luminescence, uHTS; S. cerevisiae tim10-1 ts strain growth, BacTiter-Glo, 24 h; inhibition, % at 20 µM; AID 463190, 2010; 330,000 compounds, 2.2% hits;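 active = inhibition of at least 40%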;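 also: mutant grown at 25 °C; 0% = DMSO wells with yeast and 100% = wells holding no yeast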
mIAP block = inhibitors of mouse IAP, primary screen, biochemical, luminescence, uHTS; intestinal alkaline phosphatase [Mus musculus]; inhibition, % at 10 µM; 330,000 compounds, 0.2% hits; purified mouse IAP, CDP-Star luminescence, 30 min; AID 2806, 2010;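 active = inhibition of at least 40% at 10 µM in the primary screen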;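 also: plate controls were DMSO with enzyme for no effect and no enzyme wells for full effect; values of inactives mirror those of a sister screen read the other way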
TIM10 inh = growth inhibitors of isogenic TIM10 control yeast, primary screen, counter-screen for tim10-1 yeast inhibitor project, luminescence, uHTS. S. cerevisiae TIM10 strain growth, BacTiter-Glo luminescence, 24 h. inhibition, % at 10 µM. 330,000 compounds, 1.4% hits;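 active = inhibition of 40% or more at the single tested concentration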;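 also: wild-type TIM10 isogenic control strain grown at permissive 25 °C; 0% = DMSO yeast wells and 100% = minimal medium wells without yeast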
Apaf1 inhib = inhibitors of human Apaf-1 apoptosome, primary screen, biochemical, DEVD-Rh110 fluorescence, uHTS; reconstituted apoptosome caspase-3 activity; inhibition, % at 20 µM; 330,000 compounds, 0.71% hits; AID 489030, 2010; active = inhibition of at least 40% at 20 µM;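 also: plate controls were DMSO wells for no effect and DEVD-CHO caspase inhibitor wells for full effect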
Target sequence (O14727 whole entry, looked up): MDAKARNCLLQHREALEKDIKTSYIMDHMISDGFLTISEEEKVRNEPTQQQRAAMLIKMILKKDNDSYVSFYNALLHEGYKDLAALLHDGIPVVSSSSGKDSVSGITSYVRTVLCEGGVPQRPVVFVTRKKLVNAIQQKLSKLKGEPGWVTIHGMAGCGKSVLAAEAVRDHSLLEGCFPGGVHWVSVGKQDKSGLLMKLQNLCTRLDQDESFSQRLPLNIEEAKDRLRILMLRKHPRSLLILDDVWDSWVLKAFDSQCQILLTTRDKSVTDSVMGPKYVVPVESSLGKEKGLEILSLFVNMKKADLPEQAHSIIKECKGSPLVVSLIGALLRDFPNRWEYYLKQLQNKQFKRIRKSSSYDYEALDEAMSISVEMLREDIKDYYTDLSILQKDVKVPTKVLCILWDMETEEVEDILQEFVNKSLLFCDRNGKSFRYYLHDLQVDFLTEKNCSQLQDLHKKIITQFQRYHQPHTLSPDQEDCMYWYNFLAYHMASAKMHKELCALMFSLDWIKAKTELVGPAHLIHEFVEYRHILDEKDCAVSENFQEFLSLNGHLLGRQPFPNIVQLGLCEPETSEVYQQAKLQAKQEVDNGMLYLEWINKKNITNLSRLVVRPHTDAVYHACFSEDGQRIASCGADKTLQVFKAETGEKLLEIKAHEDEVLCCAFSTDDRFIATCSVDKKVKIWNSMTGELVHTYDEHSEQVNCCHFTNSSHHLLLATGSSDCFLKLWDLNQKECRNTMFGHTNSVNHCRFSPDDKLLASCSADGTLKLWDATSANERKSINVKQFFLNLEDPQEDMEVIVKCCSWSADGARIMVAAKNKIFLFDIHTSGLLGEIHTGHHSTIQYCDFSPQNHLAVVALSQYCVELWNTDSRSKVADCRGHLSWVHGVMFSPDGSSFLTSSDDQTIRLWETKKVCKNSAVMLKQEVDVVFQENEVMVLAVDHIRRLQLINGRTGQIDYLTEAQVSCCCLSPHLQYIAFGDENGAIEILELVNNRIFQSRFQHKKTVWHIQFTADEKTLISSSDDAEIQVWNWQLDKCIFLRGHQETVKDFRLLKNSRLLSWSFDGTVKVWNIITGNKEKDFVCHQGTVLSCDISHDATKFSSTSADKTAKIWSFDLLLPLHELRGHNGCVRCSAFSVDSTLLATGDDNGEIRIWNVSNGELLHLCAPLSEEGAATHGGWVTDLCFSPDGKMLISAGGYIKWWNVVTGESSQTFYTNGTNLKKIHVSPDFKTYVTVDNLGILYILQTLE
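Assay system: Apoptosome proteins | Medium: pH 7.5 Hepes buffer with CHAPS, BSA, DTT | Also added: Cytochrome c and DEVD-Rh110 substrate | Times: 30 min plus 50 min, RT | Detection: Rhodamine 110 fluorescence at Ex 480/Em 540 nm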
mIAP act = activators of mouse IAP, primary screen, biochemical, luminescence, uHTS; intestinal alkaline phosphatase [Mus musculus]; muIAP, CDP-Star luminescence, 30 min; hits give high values; 1 = vehicle-only enzyme signal, 0 = enzyme-free wells; activation factor at 10 µM; 330,000 compounds, 0.24% hits;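 active = activation factor of at least 2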; also: the source names both 10 and 20 µM as test concentration; values of inactives mirror those of a sister screen read the other way
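Assay system: mouse IAP enzyme; Reagent: CDP-Star chemiluminescent phosphatase substrate; Compound: DMSO-dissolved test compounds; Incubation: 30 min, room temperature; Technique: luminescence from enzymatic CDP-Star hydrolysis; Controls: DMSO-only wells and no-enzyme negative control.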
NLRP3 yeast inh = NALP3 inflammasome inhibitors in reconstituted yeast, primary screen, luminescence, uHTS; Yeast reconstituted NLRP3/ASC/caspase-1, beta-gal luminescence, 24 h; 330,000 compounds, 0.39% hits; inhibition, % at 10 µM; AID 2825, 2010;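 active = inhibition of 50% or more; inactive = inhibition below 50%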;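 also: plate controls were induced DMSO wells for no effect and uninduced yeast grown without galactose for full effect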
ATG4B inhibitor = ATG4B protease inhibitors, primary screen, biochemical, fluorescence, uHTS. 340,000 compounds, 0.51% hits. inhibition, % at 8.33 µM. ATG4B cleavage of LC3-PLA2, NBD-HPC fluorescence, 1 h. AID 504462, 2011. Cysteine protease ATG4B (Homo sapiens), Q9Y4P1; in the data active = inhibition above about 40%
Numbers without * were called inactive; / = no result given.

Compound	hIAP block	TIM10 inh	Apaf1 inhib	mIAP block	mIAP act	hIAP act	ATG4B inhibitor	NLRP3 yeast inh	tim10-1 inh
O=C1CCCN1CCC1CCN(C(=S)Nc2ccc(F)cc2)CC1	18	-2	-4	1	0.99	0.82	1	13	10
CN(C)/C=C(\C=O)c1ccc(Cl)cc1Cl	-2	1	2	-9	1.1	1	-1	5	21
Cc1cccc(C(=O)NCC(=O)N2CCCCCCC2)c1	14	5	-10	0	1	0.86	6	-3	14
Cc1occc1C(=O)NNC(=O)C1CCCCC1	3	17	8	7	0.93	0.97	5	22	4
CSc1nncc(-c2ccccc2)n1	-10	-11	3	9	0.91	1.1	5	3	-3
CC(NC(=O)c1ccc2c(c1)S(=O)(=O)N=C1CCCCCN12)c1ccc(S(N)(=O)=O)cc1 (centres undefined)	-18	-3	-6	-1	1	1.2	-3	10	2
Cc1ccc(C)c(S(=O)(=O)N2CCN(C(=O)CCNS(=O)(=O)c3ccccc3)CC2)c1	-8	2	9	-6	1.1	1.1	-2	16	-2
Cc1c(Br)cc(C(=O)O)c(C)c1C	14	-2	4	1	0.99	0.86	-9	7	9
Cc1ccc(-c2noc(C3CCCN(S(=O)(=O)c4ccc5ccccc5c4)C3)n2)o1 (centres undefined)	14	20	-4	13	0.87	0.86	-2	14	22
CC(=O)c1ccc(N2CCCC2)c(F)c1	9	-3	1	4	0.96	0.91	/	32	-10
CC(C)[C@H](NS(=O)(=O)c1ccccc1F)C(=O)OCC(=O)Nc1cccc(S(N)(=O)=O)c1	-1	-12	-7	-3	1	1	-10	3	-2
CCNC(=O)CN1C(=O)NC2(CCCc3cc(OC)ccc32)C1=O (centres undefined)	-27	2	-1	-2	1	1.3	-5	0	16
Cc1ccc(C2OCC3(CO)COC(c4ccc(C)cc4)N23)cc1 (centres undefined)	10	4	-17	0	1	0.9	-5	17	17
CN(CC(=O)Nc1ccc(N2CCOCC2)cc1)C(=O)c1cc(F)c(F)cc1Cl	-4	-7	0	-3	1	1	-16	18	-14
CCn1c(C)c(C)c2cc(C(=O)NCCCN3CCCCC3C)ccc21 (centres undefined)	18	4	14	6	0.94	0.82	-1	6	-5
Nc1ccc(C(=O)Nc2cccc3ncccc23)cc1	-8	-9	-7	-5	1.1	1.1	0	14	-9
CC(=O)c1ccc(OC(=O)c2cc3ccccc3oc2=O)cc1	-11	10	-19	3	0.97	1.1	/	-7	-14
CC(C)S(=O)(=O)CC(=O)c1ccc(Cl)cc1	-4	7	-4	8	0.92	1	4	3	28
Cc1ccc(N(Cc2cc3ccc(C)cc3[nH]c2=O)C(=O)c2ccco2)c(C)c1	8	4	-2	-1	1	0.92	-1	4	17
Cc1cc(C)c(C(=O)CSc2nnc(C)s2)c(C)c1	-5	4	8	-14	1.1	1.1	-4	11	7
COc1ccc(C2=NOC(COC(=O)c3ccc4ccccc4n3)C2)cc1 (centres undefined)	23	7	2	11	0.89	0.77	-13	20	-17
Cc1nc(NC(N)=S)sc1C(=O)Nc1ccccc1	-19	3	0	9	0.91	1.2	9	3	1
O=C(O)CCC(=O)Nc1cc(C(F)(F)F)cc(C(F)(F)F)c1	-18	-2	-8	-11	1.1	1.2	12	-6	-9
COc1ccc(N2C(=O)/C(=C/c3ccc([N+](=O)[O-])cc3)N=C2C)cc1	7	11	-1	6	0.94	0.93	0	21	6
O=C(COC(=O)c1ccccc1-n1cnnn1)c1ccc(F)cc1	5	-6	-7	5	0.95	0.95	-1	11	-11
NC(=NC1CCCCC1)c1ccc(Cl)cc1	-9	-12	29	-2	1	1.1	5	17	-9
COc1ccc(CCN2C(=O)C(Oc3ccccc3)C2c2ccc3c(c2)OCO3)cc1 (centres undefined)	11	12	22	-2	1	0.89	-5	-19	15
Cc1cccc2sc(N(CCN(C)C)C(=O)c3ccc4ccccc4c3)nc12	-5	26	14	11	0.89	1	16	21	20
COc1ccccc1/C=N/NC(=O)c1cccc(NC(=O)c2ccccc2C)c1	23	1	7	12	0.88	0.77	-7	7	6
Cc1cc(C(=O)Cn2nc(C(=O)O)c3ccccc3c2=O)c(C)n1-c1cccc(C(F)(F)F)c1	-17	15	14	-10	1.1	1.2	-5	15	9
O=C(O)C1CCCCC1C(=O)NCc1ccccc1 (centres undefined)	0	-10	-6	4	0.96	1	1	5	7
Cc1ccc(N(C)C(=O)N2CCN(S(=O)(=O)c3c(C)cc(C)cc3C)CC2)cc1	-14	18	35	-6	1.1	1.1	10	8	34
CN1C(=O)/C(=C/c2cc(C(C)(C)C)c(O)c(C(C)(C)C)c2)NC1=S	-6	22	-5	8	0.92	1.1	0	13	12
Cc1cc(-c2ccccc2)nc2cc(C(=O)N(Cc3ccccc3)Cc3ccccc3)nn12	1	26	23	-4	1	0.99	2	7	32
Cc1cc2nc(C(F)(F)F)cc(-c3cccs3)n2n1	-2	-4	2	-1	1	1	-9	18	4
O=C(CN1C(=O)C2C3C=CC(C4CC34)C2C1=O)Nc1cccc2ncccc12 (centres undefined)	-4	15	5	-1	1	1	-7	15	35
Cc1ccc(Cl)cc1NC(=O)CCCN1C(=O)c2cccnc2C1=O	-2	-2	-2	5	0.95	1	1	-1	13
CCC(CC)NC(=O)CSc1ccc(S(=O)(=O)N2CCOCC2)cn1	-8	4	9	-12	1.1	1.1	-1	15	-17
COc1cc2c(cc1OC)[C@@H](NC(=O)CCC1CCCCC1)[C@H](O)C2	/	-19	19	-6	1.1	/	6	/	4
CCN(CC)c1ccc(S(=O)(=O)N2CCOCC2)cc1NC(=O)C1CC1	-15	12	5	9	0.91	1.2	-3	3	3
COc1ccc(OC)c(CC(=O)NC(c2ccccc2)c2ccccc2)c1	2	2	12	-4	1	0.98	-2	23	22
Cc1cc(C(F)(F)F)nn1CCCNC(=O)c1cnccn1	2	1	-5	4	0.96	0.98	-12	-16	7
Cc1cccn2c(=O)c3cc(C(=O)NC4CCCC4)c(=N)n(CCCN4CCOCC4)c3nc12	4	10	4	3	0.97	0.96	0	3	-13
Cc1ccc(-n2nc(C(=O)O)c(C)c(C#N)c2=O)cc1Cl	-4	-6	2	1	0.99	1	2	21	-9
Cc1ccc(S(=O)(=O)N2CCN(C(=O)C3CCN(C(=O)c4ccc(F)cc4)CC3)CC2)c(C)c1	6	-5	17	-2	1	0.94	0	9	-4
CCC(NC(=O)NCc1ccc2c(c1)OCO2)(C(F)(F)F)C(F)(F)F	-2	9	12	-18	1.2	1	-2	13	23
COC(=O)C(C)N1C(=O)S/C(=C/c2cc(C)n(-c3ccccn3)c2C)C1=O (centres undefined)	12	-1	11	15	0.85	0.88	-10	4	-15
Cn1c(=O)c2[nH]c(CCCC(=O)O)nc2n(Cc2ccccc2)c1=S	7	12	3	-4	1	0.93	-3	5	-3
Cc1ccc(Cc2c(C)[nH]c(=S)[nH]c2=O)cc1	-10	5	-4	7	0.93	1.1	-2	21	-5
CC(C)(CNCc1ccccc1)NS(=O)(=O)c1ccccc1	-6	6	4	-3	1	1.1	0	23	-2
CC(C)(C)c1ccc(-c2c(C(=O)O)c(C(=O)O)c3n2CSC3)cc1	0	12	14	8	0.92	1	10	7	18
CCc1c(C)c2ccc(OCC(N)=O)cc2oc1=O	4	5	-5	2	0.98	0.96	8	12	15
CSCC(=O)N1CCCC(CNC(=O)c2ccc(-c3ccccc3)cc2)C1 (centres undefined)	-8	9	-10	-3	1	1.1	2	1	17
CCCCn1[nH]c(-c2ccccc2)cc1=O	8	10	26	0	1	0.92	-1	-4	12
CSc1ncc(Cl)c(C(=O)Nc2ccc(S(=O)(=O)Nc3nccc(C)n3)cc2)n1	-4	2	-4	7	0.93	1	-2	14	-8
O=C(COC(=O)c1ccc(NS(=O)(=O)c2ccc3c(c2)OCCO3)cc1)NC1CC1	-2	9	16	-8	1.1	1	-9	-2	7

Additional structures:
Compound	hIAP block	TIM10 inh	Apaf1 inhib	mIAP block	mIAP act	hIAP act	ATG4B inhibitor	NLRP3 yeast inh	tim10-1 inh
O=C(c1ccc(S(=O)(=O)Nc2ccccc2)cc1)N1CCCC(C(F)(F)F)C1 (centres undefined)	1	-2	-3	1	0.99	0.99	-4	13	-2
CCN(C(=O)COC(=O)c1c(C)nn(-c2ccccc2)c1Cl)c1c(N)n(Cc2ccccc2)c(=O)[nH]c1=O	-5	0	14	2	0.98	1	-4	15	9
COc1ccccc1CNC(=O)CSc1nnc2c(Cl)cc(C(F)(F)F)cn12	3	2	10	3	0.97	0.97	-7	25	8
CCOC(=O)c1ccc(Cn2cnc3ccccc3c2=O)cc1	-12	-1	3	-4	1	1.1	2	24	-3
CCCCCOc1ccc(C(=O)NC(C(=O)O)C(C)C)cc1 (centres undefined)	-16	-14	3	-11	1.1	1.2	-12	35	1
O=c1c2ccccc2nc(COc2ccccc2)n1/N=C/c1c[nH]c2ccccc12	21	3	19	4	0.96	0.79	6	13	2
COC(=O)[C@H](CC(C)C)NC(=O)Cn1cnc2c(NCc3ccccc3)ncnc21	/	-12	3	-12	1.1	/	-4	/	7
Cc1cc(C)cc(N=C2NC(=O)/C(=C/c3cccs3)S2)c1	-1	13	10	11	0.89	1	6	18	7

Reformatted: 2 of the compounds above.
> COC(=O)[C@H](CC(C)C)NC(=O)Cn1cnc2c(NCc3ccccc3)ncnc21
  hIAP block: / | TIM10 inh: -12 | Apaf1 inhib: 3 | mIAP block: -12 | mIAP act: 1.1 | hIAP act: / | ATG4B inhibitor: -4 | NLRP3 yeast inh: / | tim10-1 inh: 7

> CCCCCOc1ccc(C(=O)NC(C(=O)O)C(C)C)cc1 (centres undefined)
  hIAP block: -16 | TIM10 inh: -14 | Apaf1 inhib: 3 | mIAP block: -11 | mIAP act: 1.1 | hIAP act: 1.2 | ATG4B inhibitor: -12 | NLRP3 yeast inh: 35 | tim10-1 inh: 1

(next part)
Compound	hIAP block	TIM10 inh	Apaf1 inhib	mIAP block	mIAP act	hIAP act	ATG4B inhibitor	NLRP3 yeast inh	tim10-1 inh
Cc1cc(C)c(C#N)c(N2CCCC(C(N)=O)C2)n1 (centres undefined)	-3	-18	9	-8	1.1	1	4	11	12
CCCNC(=O)C(Cc1ccc(C(F)(F)F)cc1)NC(=O)c1ccc(C#N)cc1 (centres undefined)	10	-2	3	5	0.95	0.9	-12	5	-8
CC(C)C(=O)Nc1cccc(C(=O)NCc2ccc3c(c2)OCO3)c1	19	3	-11	11	0.89	0.81	-11	-3	16
COc1cc(CN2CCN(S(=O)(=O)c3ccc(F)cc3)CC2)cc(OC)c1OC	-1	10	-9	0	1	1	-23	18	9
Cc1ccc(NS(=O)(=O)N(C)C)cc1	1	6	3	8	0.92	0.99	-3	2	6
CCN1CCN(Cc2ccc(NC(=O)c3ccc(C)c(NC(=O)c4cccc5[nH]ccc45)c3)cc2C(F)(F)F)CC1	7	-9	19	-5	1.1	0.93	4	11	-18
Cc1nn(CC(C)C)c(=S)[nH]c1=O	4	6	-5	16	0.84	0.96	0	8	11
